# Compound activity as filed in PubChem BioAssay.
# H9c2 TAG inh = inhibitors of triacylglycerol accumulation | H9c2 cells, Nile Red lipid (TAG) fluorescence; cells loaded with 200 µM oleic acid | inhibition, % at 12.5 µM | 0.66% of 230,000 active | AID 651582;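 active = pattern-corrected inhibition of lipid staining of at least 50% with the nuclear-stain viability signal not falling by more than 50%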;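 note: 0% = DMSO wells and 100% = triacsin C control wells; some results filed as inactive read as strong as hits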
# H9c2 TAG inh DAPI viability = recorded beside H9c2 TAG inh, whose call it bears; DAPI nuclei signal change (viability), lower = more cytotoxic, %;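 whole-well DAPI fluorescence read on a plate reader as a viability signal; minus 50 percent equals half of cells still viable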
# Numbers without * were called inactive. These rows are one share of the data. The share of hits here may be higher or lower than overall.
SMILES,H9c2 TAG inh,H9c2 TAG inh DAPI viability
COc1cccc(NC(=S)N2CCCN(Cc3ccc(F)cc3)C2)c1,12,-11
Nc1ccccc1SCC(=O)Nc1nc(-c2ccccc2)cs1,13,-3
NC(=O)C1CCN(C(=S)NC2CC3C=CC2C3)CC1 (configuration not stated),-11,3
Cc1ccc2nc(C(Cl)(Cl)Cl)nc(N/N=C/c3ccc([N+](=O)[O-])cc3)c2c1,33,-1
CC1Cc2ccccc2N1C(=O)CN1C(=O)CN(C)C(=O)c2ccccc21 (configuration not stated),15,-15
CCCCNC(=O)C1(C)CCN1C(=O)c1cccc(OC(C)=O)c1C (configuration not stated),7,-3
CCCCCCN1C[C@H](O)[C@@H](n2cc(-c3ccc(F)cc3)nn2)C[C@@H]1c1ccc(Cl)cc1,42,0
Clc1ccc2nc(-c3ccc(Br)s3)cn2c1,2,1
CN(Cc1cnn(C)c1)C(=O)c1cc(COc2c(F)cccc2F)on1,2,-3
CC(=O)N1CCN(S(=O)(=O)c2cccc(C(=O)NC3CCCC3)c2)CC1,-8,10
O=C(c1ccc(C(=O)N2CCOCC2)nc1)N1CCOCC1,10,-3
COc1ccc(Cl)cc1NC(=S)NCCCN1CCCC1=O,1,-3
CC(O)CSc1nc2c(c(=O)[nH]c(=O)n2C)n1Cc1ccccc1Cl (configuration not stated),-2,-6
Cc1ccccc1-n1c(=O)cc(N2CCCCCC2)[nH]c1=O,1,-2
CC(C)CN(C(=O)c1cccc(S(=O)(=O)N2CCN(c3ccc(F)cc3)CC2)c1)C1CCS(=O)(=O)C1 (configuration not stated),7,0
CSc1sc(C(=O)NC(=O)NCc2ccncc2)c(C)c1-c1ccon1,1,5
OC(c1ccc(F)c(F)c1)c1ncc(-c2ccc(F)cc2)[nH]1 (configuration not stated),-50,7
O=C(COc1cccc2c1CCNC2=O)Nc1cccc(F)c1,14,3
O=C(CSc1nc(=O)n(CCN2CCOCC2)c2c1CCCC2)Nc1cccc([N+](=O)[O-])c1,-1,10
Cc1ccc(S(=O)(=O)N2CCOCC2)cc1NC(=O)c1ccc(F)cc1F,-13,-2
O=C(c1ccc(S(=O)(=O)NCc2ccco2)cc1)N1CCN(Cc2ccc3c(c2)OCO3)CC1,-3,-7
O=C(O)/C=C/C(=O)Nc1ccc(NC(=O)c2ccccc2)c(Cl)c1,-2,-7
O=S(=O)(c1ccc(Cl)c(C(F)(F)F)c1)N1CCN(c2ccccn2)CC1,8,7
CCC(Sc1nc(C)cc(=O)[nH]1)C(=O)Nc1ccc(Cl)cn1 (configuration not stated),1,-3
O=C(CN1CCOCCOCCN(CC(=O)Nc2ccccc2)CCOCC1)Nc1ccccc1,-8,-9

# (further entries)
SMILES,H9c2 TAG inh,H9c2 TAG inh DAPI viability
COc1cc(C2c3cc4c(cc3OC(NCCc3ccccc3)C2C)OCO4)cc(OC)c1OC (configuration not stated),27,-16
O=C(Nc1ccc2c(c1)OCO2)c1ccc(CN2CCOCC2)cc1,32,-3
COc1ccc(OC)c(N(CC(=O)N2CCOCC2)S(C)(=O)=O)c1,14,-14
COc1ccc(C2CC(=O)N(C)c3ccccc3S2)cc1 (configuration not stated),11,-5
Cc1ccc(-c2nnn(CC(=O)N(c3ccccc3)C(C(=O)NCC3CCCO3)c3cccs3)n2)o1 (configuration not stated),9,-9
CCNC(=S)N1CCN(c2ccccc2OCC)CC1,-6,6
COc1ccc(N(CC(=O)Nc2nccs2)S(=O)(=O)c2c(C)[nH]c(=O)[nH]c2=O)cc1,9,-1
CN1/C(=C\C(=S)NC(=O)c2ccc([N+](=O)[O-])cc2)C(C)(C)c2ccccc21,-2,4
Cc1cc(NC(=O)c2ccno2)no1,-6,1
Cc1ccccc1C(=O)NCC(=O)NCC1(N2CCOCC2)CCCCC1,-32,12
Cc1nc(NC(=O)COC(=O)c2ccc(CO)cc2)c(Cl)cc1Cl,-13,-7
CSc1ccccc1NC(=O)c1ccccn1,-24,11
S=c1[nH]nc(-c2cc(-c3ccsc3)n[nH]2)n1-c1ccccc1,16,-1
C#CCO[C@@H]1C[C@H](n2cnc3c(NC(=O)c4ccccc4)ncnc32)O[C@@H]1CO,-3,5
COc1cccc(Nc2nc(NCCO)nc(N3CCCC3)n2)c1,18,3
O=C1C(Cl)=C(O)C2(Cl)C(Cl)=C(Cl)C12Cl (configuration not stated),14,-11
Cc1csc(NC(=O)Nc2ccccc2[N+](=O)[O-])n1,3,-17
Cc1cc(C)cc(NC(=O)NC2CCCCCCC2)c1,-5,4
C/C(=N\NC(=O)c1ccc(-n2cnnn2)cc1)c1ccc(Cl)cc1,-8,-1
Cc1ccc(NC(=O)CNC2CCS(=O)(=O)C2)cc1C (configuration not stated),-8,-10
Cc1nc(NC(=O)c2ccccc2)sc1-c1csc(N)n1,17,6
O=C(COc1ccccc1)Nc1nc2ccccc2[nH]1,-4,-6
Cc1ccccc1OCC(=O)OCn1nnc2ccccc2c1=O,2,-2
Cc1ccc(SCC(=O)N(C)CC(=O)Nc2cccc(F)c2)cc1,-5,3
C=CCN(c1ccccc1)S(=O)(=O)c1ccc(Cl)c(C(=O)OCC(=O)N(C)C2CCS(=O)(=O)C2)c1 (configuration not stated),-6,1

# 18 successive records out of the list so far, quoted:
SMILES,H9c2 TAG inh,H9c2 TAG inh DAPI viability
CN1/C(=C\C(=S)NC(=O)c2ccc([N+](=O)[O-])cc2)C(C)(C)c2ccccc21,-2,4
Cc1cc(NC(=O)c2ccno2)no1,-6,1
Cc1ccccc1C(=O)NCC(=O)NCC1(N2CCOCC2)CCCCC1,-32,12
Cc1nc(NC(=O)COC(=O)c2ccc(CO)cc2)c(Cl)cc1Cl,-13,-7
CSc1ccccc1NC(=O)c1ccccn1,-24,11
S=c1[nH]nc(-c2cc(-c3ccsc3)n[nH]2)n1-c1ccccc1,16,-1
C#CCO[C@@H]1C[C@H](n2cnc3c(NC(=O)c4ccccc4)ncnc32)O[C@@H]1CO,-3,5
COc1cccc(Nc2nc(NCCO)nc(N3CCCC3)n2)c1,18,3
O=C1C(Cl)=C(O)C2(Cl)C(Cl)=C(Cl)C12Cl (configuration not stated),14,-11
Cc1csc(NC(=O)Nc2ccccc2[N+](=O)[O-])n1,3,-17
Cc1cc(C)cc(NC(=O)NC2CCCCCCC2)c1,-5,4
C/C(=N\NC(=O)c1ccc(-n2cnnn2)cc1)c1ccc(Cl)cc1,-8,-1
Cc1ccc(NC(=O)CNC2CCS(=O)(=O)C2)cc1C (configuration not stated),-8,-10
Cc1nc(NC(=O)c2ccccc2)sc1-c1csc(N)n1,17,6
O=C(COc1ccccc1)Nc1nc2ccccc2[nH]1,-4,-6
Cc1ccccc1OCC(=O)OCn1nnc2ccccc2c1=O,2,-2
Cc1ccc(SCC(=O)N(C)CC(=O)Nc2cccc(F)c2)cc1,-5,3
C=CCN(c1ccccc1)S(=O)(=O)c1ccc(Cl)c(C(=O)OCC(=O)N(C)C2CCS(=O)(=O)C2)c1 (configuration not stated),-6,1

# Next section.
SMILES,H9c2 TAG inh,H9c2 TAG inh DAPI viability
Cc1nc2c3c4c(sc3n3c(SCC(=O)NCc5ccco5)nnc3n2n1)COC(C)(C)C4,-3,11
Cc1nn(Cc2ccc(Cl)cc2Cl)c(C)c1NC(=O)C1C2CCC(O2)C1C(=O)O (configuration not stated),-27,-6
COc1cc(NC(=O)c2ccc(-c3c(C)noc3C)c3ccoc23)cc(OC)c1OC,44,-20
Cn1ncc(N=Cc2ccc([N+](=O)[O-])cc2)c1C(=O)Nc1ccccc1,-1,9
CN(C)c1ccc(C=c2c3cc(O)ccc3n3c2cc(-c2ccccc2)[n+]3C)cc1,-38,-19
COc1ccc(/C=C2\CCn3c2nc2ccccc2c3=O)cc1OC,6,7
CC(=O)Nc1c(C)nn(-c2ccc([N+](=O)[O-])cc2)c1C,-14,2
CCCN(CC(=O)Nc1ccccc1OC)C(=O)c1cc2ccccc2o1,5,-2
COc1cccc(C(=O)c2c[nH]c(C(=O)NCCCN3CCOCC3)c2)c1,6,10
COc1ccc(N(CC(=O)N2CCc3ccccc32)S(=O)(=O)c2c(C)nn(C)c2C)cc1,5,-2
Cc1ccc(C)c(NCC(=O)c2ccc(Cl)cc2)c1,-2,6
CCOC(=O)c1ccc(NC(=O)Nc2ccc(Cl)cn2)cc1,7,-10
COc1ccc(CCNS(=O)(=O)c2ccc3c(c2)OCCO3)cc1,4,-10
COc1ccc(NC(=O)CCc2nc3ccccc3s2)c(OC)c1,13,-28
O=C(Cc1ccc(NC(=O)C2CCCN(C(=O)C3CC3)C2)cc1)Nc1cccc(C(=O)N2CCCCC2)c1 (configuration not stated),2,1
O=C(COc1ccc([N+](=O)[O-])cc1)NC(=O)NC1CCS(=O)(=O)C1 (configuration not stated),5,3
O=C(NNS(=O)(=O)c1ccccc1)C1CCN(S(=O)(=O)c2ccccc2)CC1,-16,6
CCN(C(=O)c1cn(CC)c(=O)c2cc(OC)c(OC)cc12)c1ccccc1C,1,-7
Cc1cccc(C)c1OCCOC(=O)c1n[nH]c2ccccc12,-16,4
CC1CCC(=O)N(CCC#N)CC1 (configuration not stated),-2,-5
Nc1nc(N)nc(-c2cccc(Cl)c2Cl)n1,14,7
Nc1nonc1-n1nnc(C(=O)N/N=C/c2cccc(Cl)c2)c1CSc1ccc(Cl)cc1,0,16
CCC(C)[C@H]1CN=C(N)N1CCCc1cc(OC)c(OC)c(OC)c1 (some centres not stated),3,-5
COc1ccc(NC2CC(=O)N(c3cc([N+](=O)[O-])ccc3C)C2=O)cc1 (configuration not stated),-10,-1
COc1ccc(C(=O)N[C@H](C(=O)NCCCSc2ccccc2)C(C)C)cc1,-3,0

# Going on with the list:
SMILES,H9c2 TAG inh,H9c2 TAG inh DAPI viability
C/C(N)=C(/C#N)C(=O)CSc1nnc(-c2ccc(OC(F)F)cc2)o1,20,-24
COCCCNC1=C(C#N)C(=O)NC(c2cccs2)S1 (configuration not stated),4,15
CC(C(Sc1ccccc1N)c1ccccc1)[N+](=O)[O-] (configuration not stated),9,-9
COC(=O)C1=C(C)N(C)C(C)=C(C(=O)OC)C1c1ccsc1,9,-13
CCn1c(SCC(=O)Nc2nc(-c3ccc(C)cc3)cs2)nnc1-c1ccccc1,28,10
COc1ccc(OC)c(C2CC(=O)N3CN(c4ccccc4)CSC3=C2C#N)c1 (configuration not stated),6,-15
CCC(Oc1ccccc1)C(=O)OCC(=O)N(CC)c1c(N)n(Cc2ccccc2)c(=O)[nH]c1=O (configuration not stated),-15,6
CC(C)CNC(=O)CN(c1cccc(Cl)c1)S(C)(=O)=O,6,2
CCC(=O)Nc1nnc(SCC(=O)Nc2ccc(F)cc2)s1,24,3
COc1ccc(CCNC(=O)c2cc(-c3ccncc3)nc3c(Cl)cccc23)cc1OC,15,1
CCOc1ccccc1CN1CCNC(=O)C1CC(=O)N(C)Cc1cnccn1 (configuration not stated),19,-7
CC1CC(C)(C)N2C(=O)C(=C(C#N)C#N)c3cccc1c32 (configuration not stated),-5,-6
CC1=NN(c2ccccc2)C(=O)/C1=C\c1sccc1C,-16,1
CCn1nc(C)c(CNC(=O)CCc2nnc(-c3ccc(C(C)=O)s3)o2)c1C,18,-3
COc1ccc(CNC(=O)COC(=O)CCOc2ccc(C)cc2)cc1,-4,1
CC(C)COCC(O)CC(Cc1ccccc1)C(=O)NN (configuration not stated),-10,3
O=[N+]([O-])c1cc(S(=O)(=O)N2CCOCC2)ccc1N1CCNCC1,-2,-5
CC(=O)Nc1cccc(-c2nn[nH]n2)c1,-4,-1
O=S(=O)(Nc1cc(S(=O)(=O)N2CCOCC2)ccc1N1CCOCC1)c1ccc2c(c1)OCCO2,9,-15
CCN1CCN(c2ncnc3c2cnn3-c2ccccc2)CC1,-3,19
CC(C)c1c(O)nc(SCCOc2ccc(Cl)cc2)[nH]c1=O,7,3
CN(C)C(CNC(=O)c1cc(-c2ccco2)nc2ccccc12)c1ccccc1 (configuration not stated),2,75
Cn1cc(C(=O)c2cccc(Cl)c2)cc1C#N,6,-11
Cc1ccc(C(=O)OC(C)C(=O)NC2CCCCC2)cc1S(=O)(=O)N1CCCCC1 (configuration not stated),-8,-3
CNCCNC[C@H](Cc1cccc2ccccc12)NCCc1ccccc1,-2,15

# Two neighbouring compounds already listed, for reference:
SMILES,H9c2 TAG inh,H9c2 TAG inh DAPI viability
COc1cccc(NC(=S)N2CCCN(Cc3ccc(F)cc3)C2)c1,12,-11
Nc1ccccc1SCC(=O)Nc1nc(-c2ccccc2)cs1,13,-3

# New compounds follow
SMILES,H9c2 TAG inh,H9c2 TAG inh DAPI viability
CCCc1nc2ccccc2c(C(=O)OCC(=O)c2ccc3c(c2)NC(=O)CO3)c1CC,10,-1
Cc1noc(C)c1C(=O)NNc1ccc(C(C)C)cc1,-6,5
Oc1cccnc1CN1CCOCC1,-6,7
CCOc1ccc(NC(=O)CN(C)C(=O)CSC(C)C(=O)Nc2cc(C)on2)cc1OCC (configuration not stated),3,8
COc1cccc(CN(C)CC(=O)Nc2c(C)cccc2C(C)C)c1,-10,-2
COc1cccc(/C=N/NC(=O)CNC(=O)c2cccs2)c1O,32,-16
Cc1cc(CSc2ccccc2)ccc1NC(=O)c1ccc(C)c([N+](=O)[O-])c1,13,6
COC(=O)c1cccc(NC(=O)c2cccc([N+](=O)[O-])c2)c1,4,1
CC(=O)NC1CCCC(NC(C)=O)C1 (configuration not stated),0,7
Cc1oc(-c2ccccc2)cc1C(N)=O,-7,12
C[C@H](CO)N1C[C@H](C)[C@@H](CN(C)S(=O)(=O)c2cccs2)Oc2c(NC(=O)C3CCCCC3)cccc2C1=O,9,-8
CSc1ncnc2c1ncn2CCCN[C@H](C)c1cccc2ccccc12,12,-4
Cc1n[nH]c(C)c1S(=O)(=O)NCCc1ccc(Cl)cc1,7,9
CCCn1c(SCC(=O)Nc2cccc(C)n2)nnc1-c1ccco1,-36,12
COc1ccc2nc(NC3=NCCC3)sc2c1,-9,2
COc1ccc(C(c2nnnn2C2CCCC2)N2CCN(C3CCCC3)CC2)cc1OC (configuration not stated),-15,-2
Cc1c(C(=O)Nc2ccc(S(=O)(=O)Nc3ncccn3)cc2)oc2ccc(F)cc12,-10,14
CC12CN3CC(C)(CN(C1)C3c1ccc3c(c1)OCO3)C2O (configuration not stated),-5,-6
CCOc1ccc(NC(=O)CN(C)C(=O)C2CC(=O)N(Cc3ccco3)C2)cc1OCC (configuration not stated),27,-11
